Screens as filed in PubChem.
PREPL inhibitor: PREPL enzyme inhibitors, primary screen, biochemical, fluorescence polarization; inhibition, % at 5.96 µM; Prolyl endopeptidase-like (Homo sapiens), Q4J6C6; 320,000 compounds, 0.68% hits; recombinant PREPL, fluorescence polarization activity-based probe; AID 2751, 2010; in the data active means inhibition above about 43%;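 further: 0% = enzyme with DMSO and 100% = wells lacking enzyme; many of its hits are not listed in these tables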
PME-1 inh: PME-1 inhibitors via competitive probe labeling, primary screen, biochemical, fluorescence polarization, FP-Rh probe, HTS; Protein phosphatase methylesterase 1 (Homo sapiens), Q9Y570; recombinant PME-1; inhibition, % at 5.9 µM; 320,000 compounds, 0.53% hits;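 active means inhibition above the campaign mean of all compounds plus 3 SD, cut at about 26% in these data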;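 further: competitive labeling of PME-1 active site by serine hydrolase directed probe; 0% = PME-1 with DMSO and 100% = wells lacking PME-1 enzyme; inhibitors block probe labeling so polarization falls and inhibition rises; many of its hits are not listed in these tables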
GSTO1 counter: inhibitors of recombinant GSTO1, primary screen, counter-screen for RBBP9 inhibitor project, biochemical, fluorescence polarization; activity-based probe fluorescence polarization; AID 1974, 2009; Glutathione S-transferase omega-1 (Homo sapiens), P78417; 300,000 compounds, 1.1% hits; inhibition, % at 5.96 µM;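 active means inhibition above the campaign mean inhibition plus 3 SD, cut at about 35% in these data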;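 further: 0% = GSTO1-1 with DMSO and 100% = wells lacking GSTO1-1 enzyme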
Target sequence (P78417 whole entry, looked up): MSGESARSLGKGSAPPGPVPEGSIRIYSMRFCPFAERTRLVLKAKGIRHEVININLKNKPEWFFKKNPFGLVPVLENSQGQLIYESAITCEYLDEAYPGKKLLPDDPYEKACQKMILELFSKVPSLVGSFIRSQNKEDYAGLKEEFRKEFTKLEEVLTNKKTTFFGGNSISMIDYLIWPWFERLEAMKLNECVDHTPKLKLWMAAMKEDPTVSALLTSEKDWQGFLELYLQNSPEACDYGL
PAD4 FP inh: human PAD4 inhibitors, primary screen, biochemical, fluorescence polarization, 1536-well format; Protein-arginine deiminase type-4 (Homo sapiens), Q9UM07; recombinant PAD4, RCA probe fluorescence polarization; inhibition, % at 6.36 µM; 330,000 compounds, 0.41% hits; AID 485272, 2010;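 active means percent inhibition above a cutoff equal to the mean of all tested compounds plus 3 SD, cut at about 15% in these data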;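 further: 0% = PAD4 with RCA probe and DMSO and 100% = probe without PAD4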
LYPLA1 inh: LYPLA1 inhibitors, primary screen, counter-screen for PME1 inhibitor project, biochemical, fluorescence polarization, FP-Rh probe ABPP. Acyl-protein thioesterase 1 (Homo sapiens), O75608. 320,000 compounds, 0.16% hits. inhibition, % at 5.9 µM. AID 2174, 2009. recombinant LYPLA1;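 active means inhibition above the mean of all tested compounds plus 3 SD, set per campaign, cut at about 14% in these data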;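 further: inhibitors block serine hydrolase probe labeling of LYPLA1 so polarization falls; 0% = enzyme with DMSO and 100% = wells lacking LYPLA1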
LYPLA2 counter: LYPLA2 inhibitors, primary screen, counter-screen for PME1 inhibitor project, biochemical, fluorescence polarization, FP-Rh probe ABPP; Acyl-protein thioesterase 2 (Homo sapiens), O95372; recombinant LYPLA2; inhibition, % at 5.9 µM; 320,000 compounds, 0.38% hits; AID 2177, 2009;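 active means inhibition above the screen-wide mean plus 3 SD, limit set per campaign, cut at about 26% in these data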;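 further: 0% = LYPLA2 with DMSO and 100% = wells lacking LYPLA2 enzyme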
Target sequence (O95372 whole entry, looked up): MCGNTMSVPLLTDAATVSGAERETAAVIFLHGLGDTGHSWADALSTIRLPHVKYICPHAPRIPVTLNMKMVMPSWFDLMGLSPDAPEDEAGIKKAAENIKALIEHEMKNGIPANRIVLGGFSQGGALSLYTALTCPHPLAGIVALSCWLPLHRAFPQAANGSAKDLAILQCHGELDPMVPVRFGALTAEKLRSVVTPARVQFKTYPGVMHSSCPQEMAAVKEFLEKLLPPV
pPAFAH FP inh: pPAFAH enzyme inhibitors, primary screen, biochemical, fluorescence polarization, human; recombinant pPAFAH, FP-rhodamine probe fluorescence polarization; inhibition, % at 3.39 µM; 330,000 compounds, 1.5% hits; AID 463082, 2010;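 active means inhibition above the mean inhibition across the screen plus 3 SD, cut at about 25% in these data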;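 further: inhibitors block binding of the rhodamine activity-based probe so polarization drops; 0% = enzyme with DMSO and 100% = wells lacking pPAFAH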
PAFAH1B2 inh: PAFAH1B2 enzyme inhibitors, primary screen, biochemical, fluorescence polarization, human; Platelet-activating factor acetylhydrolase IB subunit alpha2 (Homo sapiens), P68402; recombinant PAFAH1B2, FP-rhodamine activity probe; inhibition, % at 3.39 µM; 340,000 compounds, 1.2% hits;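 active means inhibition above the mean of all tested compounds plus 3 SD, cut at about 24% in these data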;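 further: 0% = enzyme with DMSO and 100% = wells lacking PAFAH1B2; many of its hits are not listed in these tables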
Target sequence (P68402 whole entry, looked up): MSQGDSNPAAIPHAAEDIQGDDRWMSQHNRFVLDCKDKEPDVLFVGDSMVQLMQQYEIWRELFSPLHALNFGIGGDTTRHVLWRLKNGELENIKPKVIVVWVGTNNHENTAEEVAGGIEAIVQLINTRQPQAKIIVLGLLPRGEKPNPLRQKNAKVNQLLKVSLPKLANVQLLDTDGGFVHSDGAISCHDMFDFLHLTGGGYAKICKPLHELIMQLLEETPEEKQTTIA
PAFAH1B3 inh: PAFAH1B3 enzyme inhibitors, primary screen, biochemical, fluorescence polarization, human | 340,000 compounds, 0.28% hits | recombinant PAFAH1B3, FP-rhodamine probe | inhibition, % at 3.39 µM;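 active means inhibition above the screen-wide average of all tested compounds plus 3 SD, cut at about 25% in these data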;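 further: 0% = enzyme with DMSO only and 100% = wells lacking PAFAH1B3 protein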
Target sequence (Q15102 whole entry, looked up): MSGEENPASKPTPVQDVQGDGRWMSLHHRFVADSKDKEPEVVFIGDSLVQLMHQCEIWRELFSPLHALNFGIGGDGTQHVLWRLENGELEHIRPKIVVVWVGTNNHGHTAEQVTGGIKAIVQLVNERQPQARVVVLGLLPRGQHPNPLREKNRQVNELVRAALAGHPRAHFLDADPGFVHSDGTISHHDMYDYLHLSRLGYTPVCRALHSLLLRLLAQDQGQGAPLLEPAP
* marks the source's active call; other numbers are inactive results; nt = not tested or not shown. An excerpt; rates above refer to the full screens.

compound	pPAFAH FP inh	PREPL inhibitor	PME-1 inh	PAD4 FP inh	LYPLA1 inh	LYPLA2 counter	PAFAH1B2 inh	PAFAH1B3 inh	GSTO1 counter
Cc1cccc[n+]1CC(=O)c1ccc(Cl)cc1	-3.3	16.3	-5.0	-3.5	1.6	4.5	-3.2	1.0	11.9
CC(C)Sc1nc2ccccc2n2cnnc12	0.7	2.0	-4.0	-5.4	8.5	7.1	-0.1	4.8	0.8
CC1CN(C(=S)Nc2ccccc2C(F)(F)F)CC(C)O1 (stereo unspecified)	-1.3	0.8	-1.0	-2.1	-4.1	-2.1	-5.9	3.4	-3.6
N#Cc1c(N)n(-c2ccccc2)c(=O)c2cc([N+](=O)[O-])ccc12	-2.3	21.4	2.5	-2.3	1.7	8.0	3.1	1.1	2.2
O=C(COc1ccccc1Cl)Nc1ccc2oc(=O)ccc2c1	4.1	-6.2	-2.2	-1.5	-4.0	-1.3	2.3	2.3	4.8
CCOC(=O)Nc1ccc([N+](=O)[O-])cc1C	0.4	-6.8	3.6	-1.8	-1.1	-5.5	-0.3	6.6	0.9
COc1cc(/C=C/C(=O)OCC(=O)NCc2ccco2)ccc1OCC#N	5.0	4.5	8.2	-3.6	-2.2	-3.0	2.4	14.3	-2.5
COc1cc(NC(=O)c2ccc(Cl)cc2Cl)ccc1NC(=O)c1cccs1	-2.0	1.8	-7.0	6.0	-0.7	-1.5	2.8	7.3	-1.6
COc1ccc(Cc2nnc(NC(=O)c3ccc(OC)cc3OC)s2)cc1	5.3	-1.4	-5.8	9.5	2.1	-0.6	1.9	9.0	-4.4
O=C(c1ccco1)N1CCN(CCCCN2C(=O)c3ccccc3C2=O)CC1	0.6	13.0	-1.9	-4.2	5.5	16.2	-0.3	9.4	-0.1
COc1ccc(C)cc1S(=O)(=O)N(C)CC(=O)NCc1ccccn1	8.9	1.0	2.4	0.8	0.2	-3.0	3.1	5.8	2.0
Cc1nn(Cc2ccc(Cl)cc2)c(C)c1NC(=O)c1noc2c1CCCCC2	4.8	14.2	-1.5	1.1	2.5	1.3	-1.0	0.1	-2.7
CCCOC(=O)c1ccc(Oc2cn[nH]c2-c2ccc(OC)cc2O)cc1	15.2	-2.1	-2.8	-1.3	-5.1	-14.0	-3.8	11.9	10.1
Cc1ccccc1CN1CCN(S(=O)(=O)c2cccs2)CC1	1.4	-5.9	-3.0	-2.6	-2.1	-12.3	1.1	5.1	5.6
CC(=O)Nc1ccc2c(COC(=O)CC3Sc4ccccc4NC3=O)cc(=O)oc2c1 (stereo unspecified)	5.3	-12.8	-6.7	-3.3	-0.2	3.0	-17.1	-34.5	16.8
O=C(NCc1ccco1)c1ccccc1-c1ccccc1	-7.8	-15.7	-12.2	-0.5	-3.0	-7.3	4.6	8.4	-4.7
O=C(COC(=O)[C@H](Cc1ccccc1)NC(=O)c1cccs1)Nc1cc(F)ccc1F	-6.2	16.6	7.0	-3.9	-1.5	-8.6	2.5	7.1	0.8
CCOc1ccc(N/C=C/C(=O)c2ccccc2)c([N+](=O)[O-])c1	5.7	14.8	2.0	1.9	-0.3	5.3	7.4	2.5	0.1
CCn1cc(Br)c(C(=O)Nc2cccc(Cl)c2)n1	2.2	1.7	0.3	2.0	-3.6	-2.7	-1.1	4.7	-1.4
N#Cc1ccc(OCC(=O)N2CCN(C(=O)c3ccco3)CC2)cc1	-0.5	15.2	4.1	-5.9	4.1	3.8	-0.2	2.8	nt
COCCCNc1nc(SCc2ccccc2)nc2sc3c(c12)CCC3	3.4	19.1	-3.7	3.1	-9.8	-0.9	6.8	7.7	-6.8
COc1cc2c(cc1OC)C(C)N(C(=O)CCN1C(=O)C3C4C=CC(C4)C3C1=O)CC2 (stereo unspecified)	2.6	11.6	4.7	-8.7	0.4	1.7	0.7	-2.5	9.1
CC(C)Sc1nc2ccc(Br)cc2[nH]1	1.5	-1.0	3.4	-3.2	2.9	7.1	3.9	9.2	-3.9
Cc1ccc(N2C(=O)c3ccccc3C(C)(C)C2=O)cc1	7.1	13.9	-0.4	-0.1	3.3	6.6	2.3	3.7	4.2
O=C(Nc1nc2ccccc2[nH]1)C12CC3CC(CC(C3)C1)C2	-2.5	9.4	-5.1	-2.2	1.4	2.9	28.5*	-0.2	9.6
Nc1nnc(SCc2ccccc2Cl)s1	0.7	-10.0	-4.9	1.0	3.5	4.9	4.8	7.8	-1.4
CN(C)c1ncnc2c1NC1=C(S2)C(=NCCCC(=O)O)CC(C)(C)C1	1.0	2.9	-6.0	-2.6	-1.9	-5.3	3.1	-2.1	15.6
CC(C(=O)O)c1ccc(N2Cc3ccccc3C2=O)cc1 (stereo unspecified)	-2.2	12.1	-4.7	-4.4	-0.3	-1.0	1.9	0.2	-0.8
COC(=O)c1c(N)c(C#N)c(C)n1-c1ccccc1	3.6	-4.2	-7.8	1.7	3.1	-1.3	9.4	-3.0	2.0
COC(=O)N/N=C\c1cc2c(cc1Br)OCO2	-2.2	15.1	-1.2	-1.5	-1.6	-9.4	2.6	11.3	2.1
COc1ccc(NC(=O)[C@@H]2CC=C[C@@H]3CCN(C4CCCCC4)C(=O)[C@@H]32)cc1	2.5	2.7	5.7	-6.2	3.3	6.2	-0.1	3.1	-2.0
N=c1ccn(Cc2c(Cl)cccc2Cl)cc1	-0.1	17.8	-0.2	1.9	2.2	11.6	-0.1	-6.4	2.9
CCN1CCN(CCCNC(=O)CNC(=O)c2nn(-c3ccc(OC)cc3OC)c(=O)c3ccccc23)CC1	-2.5	9.7	-1.9	4.0	-7.2	0.4	4.5	7.0	5.4
CCC/C(C)=N\Nc1nc2c(c(=O)n(C)c(=O)n2C)n1C	2.1	11.5	-1.7	-12.4	-0.1	1.9	nt	nt	3.3
Nc1ccccc1SCc1ccccc1Cl	10.4	-5.9	4.8	1.5	2.5	-2.2	nt	nt	0.5
Cc1cccc(NC2=NCC(=O)N2CCc2ccccc2)c1	-2.9	1.4	3.1	-2.9	-0.2	6.8	6.9	6.6	-0.7
COc1ccc(C(O)P(=O)(O)CCc2ccccc2)cc1 (stereo unspecified)	3.3	1.9	4.5	0.3	4.6	5.5	3.7	3.5	1.4
COc1ccccc1OCCOCCN1CCCC1	-1.2	-1.0	6.2	-6.1	-1.2	-4.5	3.8	4.4	-0.5
CC12CCC(=O)N1C(C(=O)OCC(=O)Nc1cccc(S(=O)(=O)N3CCCCCC3)c1)CS2 (stereo unspecified)	2.8	2.6	-0.4	1.4	-4.8	-0.1	0.3	0.5	2.3
CC(=O)c1cc2c(cc1NC(=O)c1cc(C)nn1-c1ccccc1)OCO2	-0.4	5.7	4.6	0.6	-1.2	7.7	-4.9	7.8	7.7
CC(C)C(NC(=O)c1cccs1)C(=O)NC1CCCCC1 (stereo unspecified)	-0.9	4.7	-2.9	-4.2	0.9	0.8	0.1	-4.4	2.3
O=C(NCCc1c[nH]c2ccccc12)c1ccc([N+](=O)[O-])cc1	1.4	8.8	4.3	-1.6	-4.9	6.6	0.3	4.5	0.8
Cc1cc(C)n2cc(CSc3nnnn3-c3ccccc3)nc2n1	0.9	0.7	6.6	-1.1	-1.6	2.9	-2.5	4.0	-3.2
CCOc1ccc(-c2nc(C)sc2CC(=O)O)cc1	-1.1	-0.7	1.6	-2.9	1.6	7.0	-1.5	6.4	-3.9
Cc1ccc2c(c1)N(C(=O)CCC(=O)NCCCN1CC(C)CC(C)C1)CCO2 (stereo unspecified)	0.9	12.9	-4.8	1.1	-2.0	2.9	2.1	2.5	1.5
CCC(C)N(C(=O)COC(=O)c1[nH]c(C)c(C(C)=O)c1C)C1CCS(=O)(=O)C1 (stereo unspecified)	-1.5	3.6	-2.6	-1.6	-3.7	8.2	0.9	3.3	-13.2
COc1ccc(C)cc1NC(=O)C(OC(=O)C1CC1)c1ccccc1 (stereo unspecified)	6.0	-7.9	5.6	-1.2	2.5	-7.8	1.2	4.1	-6.3
CC1=C(C)CC2C(C1)C(=O)c1ccc(Br)cc1S2(=O)=O (stereo unspecified)	21.8	-2.9	3.8	7.7	-0.3	2.0	-1.4	2.1	nt
CCS(=O)(=O)c1ccc2oc(Nc3ccc(C(C)(C)C)cc3)nc2c1	13.0	12.3	-2.0	1.4	-7.6	-0.2	2.4	3.5	7.2
COc1ccc(NC(=O)[C@H](Cc2c[nH]c3ccccc23)NC(=O)[C@@H]2Cc3ccccc3CN2)cc1	2.6	12.3	-1.0	-0.4	-3.4	0.6	1.1	9.0	-4.6
CCOc1ccc2nc(NCCNC(=O)Nc3cccc(C)c3)c(C#N)cc2c1	2.5	-3.8	0.8	-0.1	-2.7	-12.0	-2.7	-3.6	1.4
COc1ccccc1CNc1nc(C)c(C(C)=O)s1	4.4	-11.7	1.5	-1.3	1.6	-0.3	3.2	7.2	2.6
Oc1ccc(/C=N/N2CCN(C3c4ccccc4-c4ccccc43)CC2)cc1O	33.2*	-2.8	0.7	7.9	-4.9	4.1	1.5	-2.5	44.3*
CCCN1C2=NS(=O)(=O)CCN2c2ccccc21	3.1	3.7	0.8	-1.6	2.4	0.9	0.8	6.6	7.4
CC(C)(C)[C@H]1CCC(=O)N([C@H](CSc2ccc(Br)cc2)Cc2ccccc2)CC1	3.3	4.2	1.3	1.8	0.0	0.8	3.7	7.6	nt
Cc1ccc(NC(=O)c2nc[nH]c2C(=O)N[C@@H](C)C(=O)OC(C)(C)C)cc1	-6.1	-7.2	-2.0	0.1	-2.0	-7.8	-5.5	4.9	-7.2
NC(=O)N/N=C/c1ccccc1OCC(=O)NCc1ccccc1	2.2	-12.8	-1.4	-6.7	0.6	0.2	-0.5	2.5	3.4
O=C(O)c1cccnc1Sc1ccccc1	-2.1	5.4	-5.8	1.9	1.5	-1.8	-2.0	12.8	1.2
O=C(O)c1ccc(Nc2ncnc3c2cnn3Cc2ccccc2)cc1	2.8	-11.0	0.2	-7.5	-1.9	2.2	3.1	10.8	0.2
CCCCn1c(N)c(N(CC(C)C)C(=O)c2ccc(C)c(S(=O)(=O)N3CCCCC3)c2)c(=O)[nH]c1=O	-0.3	18.5	4.8	3.4	-0.2	-1.2	1.6	3.5	-3.3
CC1CCCN(C(=O)CSc2n[nH]c(-c3cccs3)n2)C1 (stereo unspecified)	2.8	-4.7	2.1	-3.0	-3.1	8.3	2.5	-0.9	0.5
NNC(=O)c1oc2nc(-c3cccs3)cc(-c3ccco3)c2c1N	31.9*	61.8*	14.2	-10.7	-1.2	3.5	10.5	5.5	24.4
Cc1occc1C(=O)N/N=C/C=C/c1ccc(N(C)C)cc1	11.6	12.1	0.1	0.0	-0.3	1.9	-0.9	2.3	-0.8
